RBBP9 inhibitor: human RBBP9 hydrolase inhibition. inhibition, % at 7.94 µM. recombinant RBBP9, FP-Rh probe fluorescence polarization. 220,000 tested, 0.2% active. O75884. AID 1515;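 active = inhibition above the campaign mean of all tested compounds plus 3 SD, cut at about 14% in these data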;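 also: plate controls were DMSO wells with RBBP9 for no effect and wells lacking RBBP9 protein for full effect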
Target sequence (O75884 whole entry, looked up): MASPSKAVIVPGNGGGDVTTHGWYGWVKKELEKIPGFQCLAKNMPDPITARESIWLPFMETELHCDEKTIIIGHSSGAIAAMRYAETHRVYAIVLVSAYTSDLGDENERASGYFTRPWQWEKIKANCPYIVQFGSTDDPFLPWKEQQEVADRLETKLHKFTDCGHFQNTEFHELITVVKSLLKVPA
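System: RBBP9 protein | Quantity: 2.5 µM RBBP9 dispensing solution, before mixing | Reagent: FP-Rh probe, 375 nM dispensing solution | Timing: Enzyme-compound preincubation 30 min, then probe labeling 45 min, 25 °C | Measured by: Fluorescence polarization | Read-out: % inhibition | Replication: One well per compound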
TNF necrop inh: TNF-alpha cell death inhibition in Jurkat FADD-/- cells. activation (protection from cell death), % at 10 µM. 220,000 tested, 0.068% active. AID 463075. Jurkat FADD-/- TNF necroptosis rescue, ATP luminescence, 24 h; 0 = TNF only, 100 = no-TNF cells;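 active = activation, meaning protection from cell death, of at least 50% relative to plate controls; inactive = activation below 50%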;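 also: necroptosis triggered by 40 ng/mL TNF-alpha added together with compound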
CHOP inh: CHOP inhibition in unfolded protein response; 220,000 tested, 3.8% active; CHO-K1 CHOP-promoter luciferase, tunicamycin-induced, 15-18 h; inhibition, % at 10 µM;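 active = compounds that reduced the stress-induced luciferase reporter signal by more than about 70% of percent inhibition, limit read from the data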;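 also: 0% = tunicamycin plus vehicle and 100% = wells without tunicamycin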
TRPML3 agonist: human mucolipin-3 channel agonism; Q8TDD5; HEK293 TRPML3-YFP, Fluo-8 calcium fluorescence; 100% = the carbachol control signal; activation, % at 3 µM; 220,000 tested, 0.29% active; AID 1448;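 active = activation above its plate's cutoff, the mean activation of the plate's test wells plus 3 SD, cut at about 12% in these data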;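 also: 0% = DMSO only wells and 100% = carbachol wells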
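Test system: HEK293 cells stably carrying human TRPML3-YFP; Doses: single dose, 3 µM final nominal compound, 0.3% DMSO final; Schedule: dye loading 1 h 37 °C then 30 min ambient, 125 s read; Technique: Fluo-8 calcium fluorescence; Benchmarks: high control carbachol 87 µM, low control DMSO.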
Ba/F3 V617F tox: loss of viability in JAK2V617F-driven Ba/F3 cells | Ba/F3 EpoR-JAK2V617F viability, ATP luminescence | inhibition, % at 5.6 µM | 220,000 tested, 1.1% active | AID 1446;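 active = inhibition above the campaign mean plus 3 SD over all tested compounds, cut at about 24% in these data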;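 also: cytokine-independent growth of Ba/F3 cells driven by EpoR plus mutant JAK2; 0% = DMSO-treated cells and 100% = JAK inhibitor I control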
BaF3 tox: reduces parental Ba/F3 cell viability, JAK2V617F counter-screen. CellTiter-Glo ATP luminescence. inhibition, % at 5.6 µM. 220,000 tested, 1.1% active. AID 1486;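 active = inhibition above a per-campaign cutoff, the mean inhibition of all tested compounds plus 3 SD, cut at about 27% in these data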;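 also: 0% = DMSO wells and 100% = JAK Inhibitor I control wells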
TRPN1 ag: activates the zebrafish TRPN1 channel. HEK293 zebrafish TRPN1-YFP, Fluo-8 calcium fluorescence; 100% = response to 87 µM carbachol. activation, % at 3 µM. 220,000 tested, 0.18% active. AID 1424;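 active = activation above its plate's cutoff, the mean activation of test wells on that plate plus 3 SD, cut at about 19% in these data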;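 also: 0% = DMSO alone and 100% = 87 µM carbachol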
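System: zebrafish TRPN1-YFP in HEK293 cells / Dosing: 3 µM single point / Timing: dye loading 1 h at 37 °C, then 30 min room temperature / Signal: Fluo-8 calcium fluorescence, excitation 470-495 nm, emission 515-575 nm / Read-out basis: percent activation from peak over basal fluorescence ratio, control-normalized / Control set: high carbachol 87 µM, low DMSO alone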
PPC-1+TRAIL kill: kills PPC-1 cancer cells in the presence of TRAIL | PPC-1 cells + TRAIL, ATPLite viability luminescence | cell killing (% activity), % at 4 µM | 220,000 tested, 0.41% active | AID 1443;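 active = cell killing above 50% in the first pass at 4 µM, then a duplicate retest at 5 µM averaging 50% or more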;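 also: plate controls were cells with TRAIL plus DMSO for no effect and medium-only wells lacking cells for full effect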
Wee1 stabilizer: inhibitors of human Wee1 degradation; AID 1321; HeLa Luc-Wee1K328M stability, luciferase luminescence; 100% = proteasome inhibitor MG132 effect; P30291; 220,000 tested, 1.2% active; reporter increase, % at 5 µM;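 active = activation above the mean of all tested compounds plus 3 SD, set per screening run, cut at about 8.8% in these data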;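 also: cells exposed to compound for 20 h before luminescence read; 0% = DMSO alone and 100% = MG132 at 30 µM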
Target sequence (P30291 whole entry K328M): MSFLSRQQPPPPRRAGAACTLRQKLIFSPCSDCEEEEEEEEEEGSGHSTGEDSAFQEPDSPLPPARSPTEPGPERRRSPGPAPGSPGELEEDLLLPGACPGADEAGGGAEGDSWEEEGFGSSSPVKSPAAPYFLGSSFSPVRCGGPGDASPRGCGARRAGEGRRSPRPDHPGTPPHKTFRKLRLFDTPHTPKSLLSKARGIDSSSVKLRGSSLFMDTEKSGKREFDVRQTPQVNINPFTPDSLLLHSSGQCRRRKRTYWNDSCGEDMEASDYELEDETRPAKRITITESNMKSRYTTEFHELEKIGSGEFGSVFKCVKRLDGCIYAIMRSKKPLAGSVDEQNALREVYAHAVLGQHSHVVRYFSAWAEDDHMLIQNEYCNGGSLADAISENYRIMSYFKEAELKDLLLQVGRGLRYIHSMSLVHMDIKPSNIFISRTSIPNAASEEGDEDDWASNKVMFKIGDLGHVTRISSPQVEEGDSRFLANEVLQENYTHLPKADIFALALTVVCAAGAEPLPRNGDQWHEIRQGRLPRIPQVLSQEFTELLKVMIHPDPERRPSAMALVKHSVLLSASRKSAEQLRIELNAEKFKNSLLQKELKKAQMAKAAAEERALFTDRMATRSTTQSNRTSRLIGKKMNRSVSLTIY
Active calls of the source: *; x = not tested or not shown; [ ] = remark or other dose.

SMILES	RBBP9 inhibitor	TNF necrop inh	CHOP inh	TRPML3 agonist	Ba/F3 V617F tox	BaF3 tox	TRPN1 ag	PPC-1+TRAIL kill	Wee1 stabilizer
COC(=O)C1=C(C)N(Cc2ccc(OC)c(OC)c2)C(=O)C1	3	-3.7	7	-0.4	-3	-2	1.5	3	3
CN(c1ccc(F)cc1)S(=O)(=O)c1ccc(Cl)c(C(=O)OCC(=O)NCc2ccco2)c1	-11	-0.1	-5	0.0	4	3	2.9	-3	2
CNC(=O)/C(C#N)=C\c1ccc(CNS(=O)(=O)c2ccc(Cl)cc2)o1	-3	0.9	2	0.2	-1	1	-1.0	-4	-2
Cc1ccc(Nc2nc(N)nc(CSC(=S)N3CCN(c4ccccc4)CC3)n2)cc1	-6	2.1	59	2.0	-2	6	0.9	20	0
Cc1ccc(N(CC(=O)NC2CCCC2)C(=O)c2c(C)noc2C)cc1C	-2	-1.2	4	-0.6	0	4	0.1	-6	-1
CCOc1ccc2[nH]c(SCC(=O)OC)c([N+](=O)[O-])c2c1	-8	0.2	-35	0.6	2	3	-0.7	2	0
O=C(O)c1ccc(NC(=S)NC(=O)c2cccc(COc3ccccc3)c2)cc1	-20	1.3	-5	-0.5	4	3	-1.6	11	-2
O=c1cc(N2CCc3ccccc3C2)[nH]c(=O)n1-c1ccc(Br)cc1	-4	2.0	4	-0.1	-1	4	1.6	19	0
O=C1c2ccccc2C(Nc2ccc3c(c2)OCCO3)N1c1ccc(Cl)cn1 (stereo not given)	-7	-2.5	50	-0.9	-1	5	-0.4	7	1
CC(=O)c1ccc(CCCCCCCCCC(=O)O)s1	-6	-2.2	17	0.6	1	2	-0.8	1	-2
CCc1ccc(-c2csc(NC(=O)C3CC(=O)N(c4ccc5c(c4)OCCO5)C3)n2)cc1 (stereo not given)	-15	0.6	85*	0.5	-2	2	0.8	7	3
O=C(O)CC12CC3CC(C1)CC(n1ncc(NCc4ccc5c(c4)OCO5)c(Cl)c1=O)(C3)C2	-10	-0.8	2	2.0	3	10	0.8	x	2
O=C(O)c1ccc(NCCc2ccc(Cl)cc2)c([N+](=O)[O-])c1	-3	1.4	-12	0.6	3	13	0.1	5	1
CCn1c2ccc(CC(=O)O)cc2c2cc(CC(=O)O)ccc21	-8	0.7	-6	0.3	2	15	1.0	3	3
COc1ccc(C(=O)Nc2ccc(/C(C)=N/NC(=O)c3ccccc3O)cc2)cc1OC	8	4.8	15	-0.2	1	7	1.0	22	6
C/C(=N/NC(=O)c1ccoc1C)c1ccc(NC(=O)C2CCCC2)cc1	-3	2.2	-40	0.6	3	7	0.7	16	3
Cc1noc(NC(=O)c2c(-c3c(Cl)cccc3Cl)noc2C)c1[N+](=O)[O-]	-2	-2.1	11	1.1	-3	1	1.4	-8	8.9*
CCc1nc(N2CCN(C(=O)c3ccccc3)CC2)c2c3c(sc2n1)CCCC3	-5	0.1	61	0.0	0	3	-2.6	14	-1
CC(=O)C1=C(c2ccccc2)N(C(C)=O)n2c(C)nnc2S1	-5	-6.6	55	0.7	0	6	-1.9	-6	-4
CC(=O)Nc1ccc(S(=O)(=O)Nc2cc([N+](=O)[O-])ccc2C)cc1	-7	0.3	3	1.5	1	6	1.6	1	1

Given field by field: part of the list above
O=C(O)c1ccc(NCCc2ccc(Cl)cc2)c([N+](=O)[O-])c1
  RBBP9 inhibitor: -3
  TNF necrop inh: 1.4
  CHOP inh: -12
  TRPML3 agonist: 0.6
  Ba/F3 V617F tox: 3
  BaF3 tox: 13
  TRPN1 ag: 0.1
  PPC-1+TRAIL kill: 5
  Wee1 stabilizer: 1

CCn1c2ccc(CC(=O)O)cc2c2cc(CC(=O)O)ccc21
  RBBP9 inhibitor: -8
  TNF necrop inh: 0.7
  CHOP inh: -6
  TRPML3 agonist: 0.3
  Ba/F3 V617F tox: 2
  BaF3 tox: 15
  TRPN1 ag: 1.0
  PPC-1+TRAIL kill: 3
  Wee1 stabilizer: 3

Single records, as listed above:
CC(=O)c1ccc(CCCCCCCCCC(=O)O)s1 across the screens: RBBP9 inhibitor = -6; TNF necrop inh = -2.2; CHOP inh = 17; TRPML3 agonist = 0.6; Ba/F3 V617F tox = 1; BaF3 tox = 2; TRPN1 ag = -0.8; PPC-1+TRAIL kill = 1; Wee1 stabilizer = -2
COC(=O)C1=C(C)N(Cc2ccc(OC)c(OC)c2)C(=O)C1 across the screens: RBBP9 inhibitor = 3; TNF necrop inh = -3.7; CHOP inh = 7; TRPML3 agonist = -0.4; Ba/F3 V617F tox = -3; BaF3 tox = -2; TRPN1 ag = 1.5; PPC-1+TRAIL kill = 3; Wee1 stabilizer = 3
CC(=O)Nc1ccc(S(=O)(=O)Nc2cc([N+](=O)[O-])ccc2C)cc1 across the screens: RBBP9 inhibitor = -7; TNF necrop inh = 0.3; CHOP inh = 3; TRPML3 agonist = 1.5; Ba/F3 V617F tox = 1; BaF3 tox = 6; TRPN1 ag = 1.6; PPC-1+TRAIL kill = 1; Wee1 stabilizer = 1

Next section.
SMILES	RBBP9 inhibitor	TNF necrop inh	CHOP inh	TRPML3 agonist	Ba/F3 V617F tox	BaF3 tox	TRPN1 ag	PPC-1+TRAIL kill	Wee1 stabilizer
Cc1ccc(C)c(NC(=O)C2CC(=O)N(C(C)C)C2)c1 (stereo not given)	-5	-0.6	-14	0.2	3	3	-0.4	13	-2
CCOC(=O)N1CCC(NC(=O)Cn2c3ccccc3c3cn[nH]c(=O)c32)CC1	0	3.1	2	0.5	-3	1	0.9	18	2
O=C(/C=C/c1ccc(Cl)cc1)NC1CC2CCC1C2 (stereo not given)	-4	2.0	-20	0.8	-1	5	0.2	8	1
O=C(NC1CCN(C(=O)N2c3ccccc3Sc3ccccc32)CC1)c1ccco1	-2	-2.3	32	0.8	2	7	2.1	8	1
CC(C)[C@H](NC(=O)c1ccccc1)C(=O)OCC(=O)Nc1ccc(Cl)cc1C(F)(F)F	-1	1.9	25	-1.0	-4	6	-2.6	-1	1
Cc1c(NC(=O)Oc2ccccc2)sc(=S)n1C	11	0.2	28	0.8	-2	6	1.0	16	-1
O=C(CN(C(=O)c1cc2c(s1)CCC2)C1CCCC1)NCc1cccs1	-7	-2.0	7	-1.8	1	5	-2.8	33	0
CCOc1ccc(N2CC(O)=C(c3nc4ccccc4c(=O)[nH]3)C2=N)cc1	-1	0.3	-13	-1.0	1	2	1.1	32	-1
O=C(c1ccco1)N1N=C2CCCCCC2C1(O)C(F)(F)F (stereo not given)	-7	0.0	3	-0.4	-1	1	-0.8	x	11*
CCCCOc1nc2c(c(=O)n(C)c(=O)n2C)n1C	-8	-0.3	10	0.7	1	-1	0.2	7	3
COc1ccc(N/C=C/C(=O)c2ccc(OC)c(OC)c2)cc1	-4	3.5	26	1.1	0	-5	0.9	-7	0
O=C(CC1C(=O)NCCN1Cc1cccc(Oc2ccccc2)c1)NCCc1ccccn1 (stereo not given)	-6	-0.5	26	0.4	1	5	-0.6	-8	0
O=C(NCc1ccccc1)c1cccc(COc2cc(Cl)ccc2Cl)c1	-6	2.7	5	0.5	-3	4	-1.2	19	2
CC1=NN(c2ccccc2)C(=O)/C1=C\c1c(C)[nH]n(-c2ccccc2)c1=O	-3	-0.6	13	0.5	-3	1	-0.5	12	16*
CCOc1ccc(-c2cc(N)n(S(=O)(=O)c3cccc4nsnc34)n2)cc1	-4	-2.7	32	-0.8	3	2	-1.7	8	-1
Cc1cc(C)n(-c2nc3c(c(=O)[nH]c(=O)n3C)n2CC(C)C)n1	-10	-1.1	7	-0.2	3	5	-0.7	19	1
CC(C)CC(OC(=O)c1ccco1)C(=O)NC1CCCCC1 (stereo not given)	-1	-0.9	-14	0.9	2	5	-0.9	25	2
Cc1c(C(=O)N2CCCC2)sc(NC(=O)c2ccc(Cl)cc2)c1C#N	-12	-1.9	7	1.1	-1	0	2.2	16	-1
C=CCn1c(SCc2ccc(C#N)cc2)nnc1-c1cccc(Cl)c1	-1	-0.4	33	-0.6	-2	5	-2.5	6	-2
Cc1ccc(-c2nn(-c3ccccc3)cc2/C=N/NC(=O)c2ccncc2)o1	-23	-4.8	-34	-0.3	0	7	-0.9	29[5 µM]	-1
Cc1ccc(NC(=S)NNC(=S)Nc2ccc(C)cc2C)cc1	10	-9.4	-52	-1.1	82*	30*	-1.6	10	2
Cc1ccc(NC(=O)c2ccccc2NS(=O)(=O)c2ccc(Cl)s2)cc1	-1	-0.6	66	13*	2	10	27*	12	4
CC1(C)CC(=O)C(Sc2ccccc2[N+](=O)[O-])=C(O)C1	2	-0.2	11	0.6	-2	4	1.6	12	-4
O=C(CNC(=O)/C(=C/c1ccccc1)NC(=O)c1ccc(Br)cc1)OCc1ccccc1	-2	-1.4	19	-0.6	5	8	-1.4	8	-2
CC(C)(C)C1CCc2c(sc(NC(=O)c3cc(C4CC4)on3)c2C#N)C1 (stereo not given)	-7	2.5	25	1.2	-4	2	1.9	-6	-3
CC1OC(OCC2OC(Oc3c(-c4ccc(O)cc4)oc4cc(O)cc(O)c4c3=O)C(O)C(O)C2O)C(O)C(O)C1O (stereo not given)	-5	-0.1	11	0.3	1	-5	1.9	3	1
CCOC(=O)Cc1csc(NC(=O)CSc2nnc(C)n2C)n1	-7	0.0	-40	0.1	1	0	0.1	40	0
Cc1ccccc1N1C(=O)CN(Cc2sccc2C)C1=S	2	1.2	46	0.5	-1	7	1.1	7	-1
CCCSc1cc(N2CCCC2)nc(-c2ccccc2)n1	-9	-1.9	34	0.2	2	2	-1.6	13	-3
O=C(CNS(=O)(=O)c1ccc2ccccc2c1)OCc1nnc(-c2ccccc2)o1	-3	-0.3	12	-0.6	0	4	-0.5	4	-1
COc1ccc(OC)c(-n2c(SC)nnc2-c2c[nH]c3ccccc23)c1	-2	-1.6	22	0.3	5	8	2.0	8	1
COc1ccc(N2C(=O)CC(Nc3cccc([N+](=O)[O-])c3)C2=O)cc1 (stereo not given)	-11	0.3	4	0.5	3	0	1.5	14	1
CC(/C=C1\SC(=S)N(CC(=O)N2CCN(c3ccccc3)CC2)C1=O)=C\c1ccccc1	-5	1.6	-3	0.9	-2	4	1.4	4	0
Cc1cccc[n+]1CC(=O)Nc1ccc([N+](=O)[O-])cc1Cl	3	-2.7	30	0.9	-3	-1	-0.3	9	-2
CCCC1Cc2c(sc3ncnc(N)c23)CO1 (stereo not given)	2	-0.8	15	1.6	3	3	2.1	-4	1
NC(=O)C[n+]1cccc2ccccc21	-2	-2.0	27	0.5	0	0	1.5	8	1

Bioassay records as filed in PubChem BioAssay.
